Bioassay records from PubChem BioAssay.
12-LOX inh: ALOX12 (human) lipoxygenase inhibition; 580,000 compounds, 1.1% hits; Potency, µM (titrated, usually from 108 µM), without a hit: at the highest dose activity change, negative = inhibition, usual class: inhibitors; purified 12hLO, xylenol orange hydroperoxide absorbance; note: potency is the fitted concentration of half-maximal effect; % is set by controls: 0 for no effect and ±100 for the full control effect
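Hydroperoxide product was detected by ferrous iron/xylenol orange as the 573 to 405 nm absorbance ratio. Arachidonic acid at 40 uM (final) was turned over for 30 min at room temperature by 150 nM human 12hLO, pH 7.0 Hepes buffer, after 15 min compound preincubation.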
D2 antagonist: antagonizes the human D2 dopamine receptor; P14416; HEK293 TREx D2 cells, calcium flux, dopamine EC80; inhibition, % at 10 µM; 340,000 compounds, 2% hits; in the data active = inhibition above about 30%; note: 0% is about no effect
Target sequence (P14416 whole entry, looked up): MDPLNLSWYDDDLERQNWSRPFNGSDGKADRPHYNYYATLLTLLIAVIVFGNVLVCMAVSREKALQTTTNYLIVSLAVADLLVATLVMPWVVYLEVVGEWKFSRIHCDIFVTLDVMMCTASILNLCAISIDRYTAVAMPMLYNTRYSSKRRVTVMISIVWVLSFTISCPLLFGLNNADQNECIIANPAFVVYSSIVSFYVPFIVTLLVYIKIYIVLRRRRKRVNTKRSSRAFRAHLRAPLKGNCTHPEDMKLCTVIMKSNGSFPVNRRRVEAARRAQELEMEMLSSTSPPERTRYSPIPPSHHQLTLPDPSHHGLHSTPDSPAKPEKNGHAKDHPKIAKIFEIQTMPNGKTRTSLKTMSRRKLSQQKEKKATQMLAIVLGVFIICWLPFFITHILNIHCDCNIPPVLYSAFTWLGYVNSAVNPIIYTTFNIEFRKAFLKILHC
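Compounds are added to dye-loaded, induced HEK293 T-REx cells coupled to calcium release via D2; after a 3 min kinetic read an EC80 dopamine stimulus is given and fluorescence is recorded for 3 more min.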
Vif-A3F inh: Vif-A3F binding inhibition; HeLa A3F-eYFP + Vif (tagged APOBEC3F with the HIV-1 protein that degrades it), YFP fluorescence increase; Potency, µM (top dose mostly 46.1 µM), for inactives: top-dose activity, negative = active; 390,000 compounds, 0.2% hits; AID 602313; note: potency is the fitted concentration of half-maximal effect; % of control where 0% means no effect; nearly all actives have a fitted effect of over 65% in size
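HeLa cells stably expressing Vif plus C-terminally eYFP-tagged A3F were seeded, incubated overnight at 37 deg C, dosed with compound, incubated overnight again at 37 deg C. Yellow fluorescence (Ex 488/Em 500-530) reported blocked Vif-mediated A3F-eYFP degradation.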
ERG Ets-DNA blk: ERG Ets/DNA interaction inhibition. fluorescence polarization, His-ERG Ets domain / labelled DNA. P11308. Potency, µM (top dose mostly 76.9 µM), inactives show top-dose FP activity, negative = inhibition, hits mostly inhibitors. 370,000 compounds, 0.028% hits; active = well fitted inhibition curve with a large enough effect in the polarisation, with a control signal flat; inconclusive = small, poorly fitted or top-dose-only effect, or effect the other way, or a change in a side signal; inactive = no such curve, though single readings can be large or run the other way; the % refers to the polarisation;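 note: polarization taken with two DNA probes labelled with fluorescein and Texas red; potency is the fitted concentration of half-maximal effect; % of control where 0% means no effect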
Target sequence (P11308 whole entry, looked up, the tested form may be a part): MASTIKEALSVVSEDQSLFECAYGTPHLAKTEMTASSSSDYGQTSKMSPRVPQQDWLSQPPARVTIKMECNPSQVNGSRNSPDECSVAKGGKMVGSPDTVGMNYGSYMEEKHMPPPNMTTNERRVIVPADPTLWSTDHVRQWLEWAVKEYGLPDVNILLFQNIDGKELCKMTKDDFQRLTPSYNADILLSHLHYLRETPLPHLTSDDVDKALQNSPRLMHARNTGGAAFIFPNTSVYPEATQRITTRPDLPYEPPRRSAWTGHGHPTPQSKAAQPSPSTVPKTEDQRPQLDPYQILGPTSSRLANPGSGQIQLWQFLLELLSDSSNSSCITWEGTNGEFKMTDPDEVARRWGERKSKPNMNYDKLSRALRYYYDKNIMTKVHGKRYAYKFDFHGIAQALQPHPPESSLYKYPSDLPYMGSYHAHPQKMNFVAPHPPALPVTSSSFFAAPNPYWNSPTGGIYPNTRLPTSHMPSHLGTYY
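His-tagged ERG Ets domain (1 uM in the protein solution; 300mM KCl, 50mM Tris-HCl, 1mM EDTA, 1mM DTT, pH 7.5) received compound, then a probe mix of 5 nM fluorescein-DNA and 100nM Texas-615-DNA. Fluorescence polarization was read for both dyes.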
D2 ag: activates the human D2 dopamine receptor. 340,000 compounds, 0.53% hits. activation, % at 2 µM. HEK293 T-REx D2 cells, calcium flux agonist mode. AID 485358. P14416;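 active = activation over 3 SD above normal in the single-dose calcium agonist read, cut at about 30% in these data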; note: 0% is about no effect
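HEK293 Trex D2 cells, tetracycline-induced, o/n 30 C 5% CO2; no-wash Ca dye, RT 30–90 min; 10-cycle baseline, 23 nl cpd added, kinetic Ca read 180 s; agonist hits = positive Ca response.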
LDHA inh: inhibitors of human lactate dehydrogenase A; activity change, % (values are at about 110 or 230 µM); AID 1347041; purified LDHA, NADH/diaphorase-resazurin fluorescence; active compounds read low; P00338; 480,000 compounds, 0.15% hits; in the data active = activity change below about -30%; inconclusive = mostly about -25% to -30%;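 note: plate controls were DMSO wells for no effect and wells without enzyme for full effect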
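Resorufin fluorescence (ex540/em590), read at 0 and 20 min after diaphorase/resazurin addition, reports the NADH left after a 5 min room-temperature reaction of 2 nM human LDH5 with 0.06 mM NADH and 0.2 mM pyruvate.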
RGS4 inh: inhibitors of human regulator of G protein signaling 4. P49798. Transcreener GDP fluorescence polarization, RGS4-accelerated GTP hydrolysis. 390,000 compounds, 0.039% hits. Potency, µM (highest dose often 114 µM), for the others: top-dose activity change, negative = inhibition, actives largely listed as inhibitors. AID 504845; note: potency is the fitted concentration of half-maximal effect; % is set by controls: 0 for no effect and ±100 for the full control effect; nearly all actives have a fitted effect of over 75% in size; some results filed as inactive show a strong effect at the top dose
Target sequence (P49798 whole entry, looked up): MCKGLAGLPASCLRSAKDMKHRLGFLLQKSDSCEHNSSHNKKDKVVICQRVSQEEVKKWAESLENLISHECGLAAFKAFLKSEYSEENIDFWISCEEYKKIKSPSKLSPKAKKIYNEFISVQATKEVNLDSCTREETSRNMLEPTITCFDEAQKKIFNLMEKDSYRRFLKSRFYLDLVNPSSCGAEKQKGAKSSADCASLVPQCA
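MLSMR compounds (23 nl, pin-transferred) preincubated 10 min at room temperature with a 500nM (2x) first reagent, then RGS4 at 900nM (2x) plus Transcreener GDP mix added; fluorescence polarization (620/688 nm) read before and after 90 min at 30 °C.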
Glioma ERSR ind: ER stress response induction in glioma. Potency, µM, without a hit: at the highest dose activation, actives largely listed as activators. 420,000 compounds, 0.02% hits. U87-MG GRP78 promoter luciferase reporter, 16 h; note: potency is the fitted concentration of half-maximal effect; series mostly up to about 76 µM; % of control where 0% means no effect; nearly all actives have a fitted effect of over 35% in size
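Stably transfected U87-MG glioma cells carrying a GRP78-based luciferase sensor; 16 h compound incubation. Luminescence end-point read 10 min after Bright-Glo addition at room temperature.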
Vif-APOBEC3G blk: blocks the Vif interaction with human APOBEC3G; Q9HC16; HeLa A3G-eYFP + Vif (tagged APOBEC3G with the HIV-1 protein that degrades it), YFP fluorescence, overnight; Potency, µM (series often up to 46.1 µM), inactives show at the top dose activity, negative = active, actives largely listed as inhibitors; 410,000 compounds, 0.076% hits; AID 602310;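 note: potency is the fitted concentration of half-maximal effect; % is set by controls: 0 for no effect and ±100 for the full control effect; nearly all actives have a fitted effect of over 60% in size; hits raise eYFP signal because A3G escapes Vif-driven loss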
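HeLa cells stably expressing Vif and C-terminally eYFP-tagged A3G, seeded overnight at 37 deg C, then exposed to compound by pintool overnight at 37 deg C. Rise in yellow fluorescence (Ex 488/Em 500-530, Acumen) marks blocked Vif-driven A3G degradation.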
The depositor's hits bear a star; ? = inconclusive; · = no result given; & = joins results of further samples; [ ] = another dose, or the depositor's remark. Unless noted, calls come from the whole dose curve; as a rule, active = well fitted curve in the direction sought with a large enough effect; inconclusive = small, poorly fitted or top-dose-only effect, or another doubt; inactive = no such curve, though single readings can be large; an effect the other way counts as inactive or inconclusive. An excerpt, so the mix of outcomes need not match the whole.

[1] COc1ccc(-c2cc(C(=O)NCc3cccc(C(F)(F)F)c3)[nH]n2)c(C)c1
[2] Cc1ccc(S(=O)(=O)N(CC(O)CN2CCOCC2)c2cccc([N+](=O)[O-])c2)cc1 (centres undefined)
[3] NC(=O)C1CCN(C(=O)C2CCC(=O)N(Cc3ccc(Cl)cc3)C2)CC1 (centres undefined)
[4] O=C(CSc1nc2c(c(C(F)(F)F)n1)CCc1ccccc1-2)NCc1ccco1
[5] CCOc1cccc(-n2nnnc2-c2ccc(OC)cc2)c1
[6] O=C(CN1C(=O)c2ccccc2S1(=O)=O)NCc1cccnc1
[7] COC(=O)C1CCCN1C(=O)C1CCCN1C(=O)CNC(=O)OCc1ccccc1 (centres undefined)
[8] NS(=O)(=O)c1ccc(CCNC(=O)c2ccc(Cl)s2)cc1
entry no.	1	2	3	4	5	6	7	8
12-LOX inh	-17%	-13%	12%	?	41%[activator]	3%	140%[activator]	?
D2 antagonist	·	-5	·	-10	-7	1	5	3
Vif-A3F inh	·	0%	5%	-1%	·	-18%	1%	-6%
ERG Ets-DNA blk	·	0%	7%	-2%	8%	-7%	-2%	-11%
D2 ag	·	0.4	·	-0.1	-0.4	0.1	-0.2	-0.3
LDHA inh	-5	-1	-7	-9	1	-6	-3	-1
RGS4 inh	·	9%[11.4 µM]	-11%	-11%	-19%	21%	-9%	21%
Glioma ERSR ind	3%	-1%	-4%	-3%	-7%	2%	-5%	-3%
Vif-APOBEC3G blk	-1%	0%	-1%	-9%	?	1%	-20%	0%

[9] COc1ccc(CNC(=S)Nc2ccc3nc(N4CCN(C)CC4)cc(C)c3c2)cc1
[10] CCN(CC(=O)NCc1ccc(F)cc1)C(=O)CCNS(=O)(=O)c1cccc(C)c1
[11] O=C(CN1CCN(c2ccccn2)CC1)NCCc1ccccc1
[12] CC(=O)NS(=O)(=O)c1ccc(NC(=O)C2c3ccccc3Oc3ccccc32)cc1
[13] Cc1cc(Sc2nc(NC(C)C)nc(NC(C)C)n2)nc(Cl)n1
[14] COc1ccc(C(C)=O)cc1CS(=O)(=O)CC(=O)NCCc1c[nH]c2ccccc12
[15] O=C(CC12CC3CC(CC(C3)C1)C2)N1CCCOC1
[16] Cc1ccc2c(Cl)c(C(=O)NCCCN3CCOCC3)sc2c1
entry no.	9	10	11	12	13	14	15	16
12-LOX inh	?	-5%	0%	?	?	15%	0%	0%
D2 antagonist	-5	-10	-7	16	-12	-3	-17	·
Vif-A3F inh	-9%	2%	-2%	1%	-8%	-1%	-5%	1%
ERG Ets-DNA blk	-5%	4%	8%	-1%	5%	14%	4%	·
D2 ag	-0.7	0.0	5.5	0.3	-0.1	-0.4	-0.6	·
LDHA inh	-3	-2	-3	5&-3	1	0	-9	-3
RGS4 inh	-29%	-8%	-10%[11.4 µM]	0%	-1%	7%	-16%	·
Glioma ERSR ind	0%	-3%	0%	-2%	-2%	-2%	0%	2%
Vif-APOBEC3G blk	6%	4%	0%	3%	-2%	-7%	2%	-1%

[17] CCOc1ccc(OCCC(=O)OCC(=O)Nc2ccc3c(c2)OCO3)cc1
[18] Cn1cc(CNCc2ccc(OC(F)(F)F)cc2)c(-c2ccc3c(c2)OCCO3)n1
[19] O=S(=O)(NCCc1ccc(F)cc1)c1cc(C(F)(F)F)ccc1Br
[20] Cc1ccc(N(CC(=O)NC2CC2)S(=O)(=O)c2ccccc2)c(C)c1
[21] C=CCn1c(SCC(=O)NCC(c2ccccc2)N(C)C)nc2sc3c(c2c1=O)CCC3 (centres undefined)
[22] CN1CCc2c(sc3c2C(=O)NC(c2cn(Cc4ccccc4)c4ccccc24)N3)C1 (centres undefined)
[23] CCOC(=O)Nc1ccc(OCc2nnc3c4ccccc4c(C)nn23)cc1
[24] CCn1ncc(C2=NOC(C(=O)Nc3cccc(C(C)=O)c3)C2)c1C (centres undefined)
entry no.	17	18	19	20	21	22	23	24
12-LOX inh	1%	-9%	2%	8%	188%[activator]	304%[activator]	1%	-1%
D2 antagonist	-4	-8	·	-7	·	-3	1	-16
Vif-A3F inh	5%	4%	-14%	-3%	5%	?	-26%	-8%
ERG Ets-DNA blk	-5%	7%	4%	2%	-13%	-4%	3%	1%
D2 ag	-1.5	0.8	·	0.4	·	2.8	0.2	0.3
LDHA inh	-2	-16	2	0	-1	3	-4	-6
RGS4 inh	-3%	30%	-18%	-18%	-16%	-43%	-11%	28%
Glioma ERSR ind	2%	-2%	-2%	-1%	-4%	-5%	-2%	-4%
Vif-APOBEC3G blk	0%	2%	3%	-5%	-2%	-14%	0%	2%

[25] COc1ccccc1NC(=O)c1cn(C)c(=O)c2cc(OC)c(OC)cc12
[26] CSCCC(NC(=O)c1cc([N+](=O)[O-])ccc1Cl)C(=O)O (centres undefined)
[27] CC(=O)c1ccc(NC(=O)c2ccc3c(c2)C(=O)N(c2ccccn2)C3=O)cc1
[28] Cc1c(Cl)cccc1NC(=S)N(CCCN1CCOCC1)Cc1cccs1
[29] COc1cccc(OC)c1C(=O)n1nc(C)cc1C
[30] O=C(CSc1nnc(-c2ccc(Cl)cc2)o1)N1CCOCC1
[31] NC(=O)c1ccc(NCCc2cccs2)cc1
[32] COc1ccccc1NC(=O)COC(=O)CCc1ccc(S(=O)(=O)N2CCOCC2)cc1
entry no.	25	26	27	28	29	30	31	32
12-LOX inh	33%[activator]	-25%	3%	-13%	0%	14%	-11%	0%
D2 antagonist	-2	-4	2	-6	-7	30	·	-34
Vif-A3F inh	-2%	-5%	1%	8%	-5%	?	·	-11%
ERG Ets-DNA blk	-5%	-5%	-1%	2%	-2%	5%	·	-2%
D2 ag	0.1	0.5	0.1	-0.1	0.3	-0.1	·	1.2
LDHA inh	6	-1	0	-3	-8	-7	-3	-8
RGS4 inh	6%	2%	-16%	-13%	40%	-1%	·	9%
Glioma ERSR ind	-5%	-3%	-3%	-3%	-3%	-2%	-2%	-5%
Vif-APOBEC3G blk	-1%	1%	0%	-1%	3%	-2%	-1%	-5%

[33] COC(=O)C1=NN(c2ccc(C)cc2)C2C(=O)N(c3ccccc3OC)C(=O)C12 (centres undefined)
[34] OCc1nc2ccccc2[nH]1
[35] Cn1c(CCNC(=O)c2ccccc2)nc2cc(NC(=O)C3CCCCC3)ccc21
[36] O=[N+]([O-])c1ccc(O)c(C(C#Cc2ccccc2)N2CCOCC2)c1 (centres undefined)
[37] COC(=O)CNC(=O)C1CCC(CNS(=O)(=O)c2cccc3nsnc23)CC1 (centres undefined)
[38] Cc1cccc(NC(=O)C2CCN(S(=O)(=O)c3c(C)noc3/C=C/c3ccco3)CC2)c1C
[39] CCc1cc2c(NC(C(=O)O)C(C)C)ncnc2s1 (centres undefined)
[40] CC(C)OCCCNC(=O)c1ccc(CS(=O)(=O)c2cccc(C(F)(F)F)c2)o1
entry no.	33	34	35	36	37	38	39	40
12-LOX inh	-17%	-13%	-7%	6%	13%	-23%	0%	-2%
D2 antagonist	-5	·	-10	3	-5	·	-20	9
Vif-A3F inh	0%	·	-10%	3%	-13%	-7%	·	0%
ERG Ets-DNA blk	5%	·	-5%	4%	-9%	4%	-5%	0%
D2 ag	3.3	·	-0.9	0.0	1.2	-0.5	0.7	-1.3
LDHA inh	-1	4&-6	3	-6	-7	-7	-8	-4
RGS4 inh	-24%	·	-15%	11%	-16%	7%	0%	21%
Glioma ERSR ind	-5%	0%	-2%	2%	-4%	-1%	-6%	-2%
Vif-APOBEC3G blk	-3%	-1%	-1%	-2%	2%	5%	-1%	-6%

Random excerpt: 3 records from the list.
[28] Cc1c(Cl)cccc1NC(=S)N(CCCN1CCOCC1)Cc1cccs1
[18] Cn1cc(CNCc2ccc(OC(F)(F)F)cc2)c(-c2ccc3c(c2)OCCO3)n1
[3] NC(=O)C1CCN(C(=O)C2CCC(=O)N(Cc3ccc(Cl)cc3)C2)CC1 (centres undefined)
entry no.	28	18	3
12-LOX inh	-13%	-9%	12%
D2 antagonist	-6	-8	·
Vif-A3F inh	8%	4%	5%
ERG Ets-DNA blk	2%	7%	7%
D2 ag	-0.1	0.8	·
LDHA inh	-3	-16	-7
RGS4 inh	-13%	30%	-11%
Glioma ERSR ind	-3%	-2%	-4%
Vif-APOBEC3G blk	-1%	2%	-1%

Later entries
[41] O=C(NS(=O)(=O)Oc1ccc(F)cc1F)OC[C@@H]1CCCN2CCCCC12 (some centres undefined)
[42] CCc1noc(C)c1C(=O)OCC(=O)N(C)c1c(N)n(Cc2ccccc2)c(=O)[nH]c1=O
[43] O=C(C1=C(O)/C(=C/c2ccc(O)cc2)CCC1)C(F)(F)F
[44] COc1ccc(NC(=O)C2Cc3ccccc3N2C(=O)c2ccccc2)c(OC)c1 (centres undefined)
[45] O=S(=O)(NCCc1ccc(F)cc1)c1ccc(F)cc1Br
[46] Cc1ccc(C)c(S(=O)(=O)N2CCN(CC(=O)NC(C)c3ccccc3)CC2)c1 (centres undefined)
entry no.	41	42	43	44	45	46
12-LOX inh	17%	-17%	?	-28%	-28%	93%[activator]
D2 antagonist	2	-9	23	·	·	-12
Vif-A3F inh	-23%	-27%	-2%	-7%	8%	4%
ERG Ets-DNA blk	-3%	3%	9%	3%	8%	-7%
D2 ag	1.0	1.1	1.2	1.3	·	-0.6
LDHA inh	-12	-4	-1	0	-2	-1
RGS4 inh	-6%	-23%	-11%	-8%	-24%	-20%
Glioma ERSR ind	-1%	-3%	-1%	-3%	3%	-6%
Vif-APOBEC3G blk	0%	0%	-5%	-4%	3%	3%
